Source: PubChem BioAssay
Vif-A3G inh: qHTS for Inhibitors of Vif-A3G Interactions: qHTS; DNA dC->dU-editing enzyme APOBEC-3G (Homo sapiens), Q9HC16; HeLa A3G-eYFP + Vif (tagged APOBEC3G with the HIV-1 protein that degrades it), YFP fluorescence, overnight; Potency, µM (highest dose often 46.1 µM), for inactives: at the top dose activity, negative = active, usual class: inhibitors; actives 0.076% (n = 410,000); AID 602310, 2012;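 also: potency is read from the fitted curve at half-maximal effect; % is scaled to controls: 0 for no effect and ±100 for the full control effect; nearly all actives have a fitted effect of over 60% in size; hits raise eYFP signal because A3G escapes Vif-driven loss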
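Read-out is eYFP fluorescence (Ex 488/Em 500-530) from Vif-expressing HeLa A3G-eYFP cells; more signal means A3G escaped Vif-mediated degradation. Cells plated overnight, compound pinned in, incubated overnight at 37 deg C.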
Glioma ERSR ind: qHTS for Inducers of the Endoplasmic Reticulum Stress Response (ERSR) in Human Glioma: qHTS. U87-MG GRP78 promoter luciferase reporter, 16 h. Potency, µM, for inactives: top-dose activation, actives largely listed as activators. actives 0.02% (n = 420,000). AID 602332, 2012; also: potency is read from the fitted curve at half-maximal effect; series mostly up to about 76 µM; % of control where 0% means no effect; nearly all actives have a fitted effect of over 35% in size
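ERSR induction read as luciferase luminescence (Bright-Glo, 10 min at room temperature) in stably transfected human U87-MG glioma cells exposed to compounds for 16 h, using GRP78 as sensor.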
Vif-APOBEC3F blk: qHTS for Inhibitors of Vif-A3F Interactions: qHTS | HeLa A3F-eYFP + Vif (tagged APOBEC3F with the HIV-1 protein that degrades it), YFP fluorescence increase | Potency, µM (doses to about 46.1 µM), inactives show top-dose activity, negative = active | actives 0.2% (n = 390,000) | AID 602313, 2012; also: potency is read from the fitted curve at half-maximal effect; % of control where 0% means no effect; nearly all actives have a fitted effect of over 65% in size
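HeLa cells stably expressing Vif plus C-terminally eYFP-tagged A3F were seeded, incubated overnight at 37 deg C, dosed with compound, incubated overnight again at 37 deg C. Yellow fluorescence (Ex 488/Em 500-530) reported blocked Vif-mediated A3F-eYFP degradation.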
mIDH1 inhibitor: qHTS for Inhibitors of mutant isocitrate dehydrogenase 1 (IDH1): qHTS; Isocitrate dehydrogenase [NADP] cytoplasmic (Homo sapiens), O75874; IDH1-R132H enzyme, NADPH consumption, diaphorase/resazurin fluorescence; Potency, µM (series often up to 76.6 µM), for inactives: at the top dose activity change, negative = inhibition, usual class: inhibitors; actives 0.093% (n = 390,000); AID 602179, 2012; also: potency is read from the fitted curve at half-maximal effect; % is scaled to controls: 0 for no effect and ±100 for the full control effect; nearly all actives have a fitted effect of over 65% in size
Target sequence (O75874 whole entry R132H, stated change not applied): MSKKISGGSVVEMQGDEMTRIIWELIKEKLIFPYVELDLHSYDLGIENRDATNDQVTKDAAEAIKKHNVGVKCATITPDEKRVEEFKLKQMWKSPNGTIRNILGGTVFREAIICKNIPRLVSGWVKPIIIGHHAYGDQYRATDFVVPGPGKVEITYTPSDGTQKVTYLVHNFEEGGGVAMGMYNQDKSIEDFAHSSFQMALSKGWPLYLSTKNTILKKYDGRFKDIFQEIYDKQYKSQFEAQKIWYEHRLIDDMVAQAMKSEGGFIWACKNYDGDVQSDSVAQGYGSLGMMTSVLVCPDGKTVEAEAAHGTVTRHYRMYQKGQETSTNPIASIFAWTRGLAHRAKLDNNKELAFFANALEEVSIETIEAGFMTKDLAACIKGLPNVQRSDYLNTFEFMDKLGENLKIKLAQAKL
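IDH1-R132H (0.5 ug/mL dispensed) in pH 7.5 Tris buffer was preincubated 30 min with compound, then given a substrate mix of 0.016 mM NADPH and 2 mM alpha-KG for 80 min at room temperature; remaining NADPH was read by diaphorase/resazurin fluorescence.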
LDHA inh: qHTS assay for inhibitors of human lactate dehydrogenase; L-lactate dehydrogenase A chain (Homo sapiens), P00338; purified LDHA, NADH/diaphorase-resazurin fluorescence; active compounds read low; activity change, % (values are at about 110 or 230 µM); actives 0.15% (n = 480,000); in the data active = activity change below about -30%; inconclusive = mostly about -25% to -30%;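 also: plate controls were DMSO wells for no effect and wells without enzyme for full effect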
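Remaining NADH was detected by diaphorase (0.133 mg/mL) converting 37 µM resazurin to fluorescent resorufin, read at 0 and 20 minutes. The preceding 5-minute room-temperature reaction used 2 nM LDHA, 0.2 mM sodium pyruvate and 0.06 mM NADH at pH 7.4.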
TrxR1 substrate: qHTS Assay for Substrates of Mammalian Selenoprotein Thioredoxin Reductase 1 (TrxR1): qHTS | Thioredoxin reductase 1, cytoplasmic (Rattus norvegicus), O89049 | purified TrxR1 substrate turnover, NADPH consumption readout | Potency, µM (doses to about 114 µM), inactives show at the top dose activity change, negative = substrate turnover | actives 0.01% (n = 390,000) | AID 588456, 2011; also: potency is read from the fitted curve at half-maximal effect; % is scaled to controls: 0 for no effect and ±100 for the full control effect; nearly all actives have a fitted effect of over 50% in size
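Rat TrxR1, dispensed at 90 nM, was prereduced with 400 uM NADPH (final) for 5 min at ~22 deg C, then incubated with compound 15 min before 400 uM selenite. A first-read NADPH fluorescence drop versus no-compound background flagged substrates.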
PI4K2A block: qHTS for small molecular inhibitors of PI4K2A | purified PI4K2A, ADP-Glo luminescence, 1 h; active compounds read low | activity change, negative = inhibition, % at 76.9 µM | actives 0.13% (n = 420,000); in the data active = activity change below about -50%; inconclusive = mostly about -30% to -49%;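 also: -100% = wells without enzyme as full effect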
Target sequence (Q9BTU6 whole entry, looked up): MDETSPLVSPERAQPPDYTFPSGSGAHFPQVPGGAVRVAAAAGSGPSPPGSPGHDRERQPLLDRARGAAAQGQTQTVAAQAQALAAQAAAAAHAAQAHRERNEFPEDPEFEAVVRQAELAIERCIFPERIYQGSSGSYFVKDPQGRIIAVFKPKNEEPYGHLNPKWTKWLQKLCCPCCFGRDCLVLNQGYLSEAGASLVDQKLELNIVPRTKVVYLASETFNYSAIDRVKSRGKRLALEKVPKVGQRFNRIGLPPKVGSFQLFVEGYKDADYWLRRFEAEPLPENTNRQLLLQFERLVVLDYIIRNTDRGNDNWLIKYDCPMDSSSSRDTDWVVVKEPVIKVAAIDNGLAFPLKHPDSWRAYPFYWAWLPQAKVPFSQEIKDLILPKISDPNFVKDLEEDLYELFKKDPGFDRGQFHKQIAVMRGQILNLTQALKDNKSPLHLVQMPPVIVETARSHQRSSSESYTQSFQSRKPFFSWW
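ADP-Glo luminescence measured ADP generated by PI4K2A enzyme (4 ug/mL before mixing) with 1.2 mM PI substrate (pre-mix) and 300 microM ATP (pre-mix). Tris pH7.5 buffer with MgCl2, Triton X-100; 1 h reaction at ambient temperature.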
USP1 inh: Inhibitors of USP1/UAF1: Primary Screen | recombinant USP1/UAF1, Ub-Rhodamine cleavage fluorescence | Potency, µM (doses to about 57.1 µM), inactives show top-dose activity change, negative = inhibition, usual class: inhibitors | actives 0.23% (n = 390,000) | AID 743255, 2014; also: potency is read from the fitted curve at half-maximal effect; % is scaled to controls: 0 for no effect and ±100 for the full control effect; nearly all actives have a fitted effect of over 60% in size; inactives centre near -12
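USP1/UAF1 complex (1 nM) preincubated 15 min at room temperature with compound, then Ub-Rho substrate (150 nM final) added. Kinetic fluorescence at 480/540 nm over 6 reads at 60 s intervals; 50 mM HEPES pH 7.8, 0.5 mM EDTA, 0.1 mg/ml BSA, 1 mM TCEP, 0.01% Tween-20.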
RXFP1 ag: qHTS Assay for Agonists of the Relaxin Receptor RXFP1; Relaxin receptor 1 (Homo sapiens), Q9HBX9; HEK293T-RXFP1 cAMP TR-FRET, 30 min; response scale: percent of porcine relaxin response, buffer zero; Potency, µM (doses to about 57.5 µM), for inactives: at the highest dose activation, hits mostly activators; actives 0.3% (n = 370,000); AID 2676, 2010; also: potency is read from the fitted curve at half-maximal effect; % is scaled to controls: 0 for no effect and ±100 for the full control effect; nearly all actives have a fitted effect of over 60% in size; many of its hits are not listed in these tables
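Agonist response is measured as cAMP accumulation in an RXFP1-transfected HEK293T line under PDE4 inhibition. Values are scaled between buffer-only and 29 nM porcine relaxin, and EC50s come from standard Hill equation fits.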
Starred values were filed as active, the others as inactive; ? = inconclusive; / = not tested or not shown; & = joins results of further samples; ! = a repeat was not active; [ ] = remark or other dose. Unless noted, calls follow the shape of the dose curve; as a rule, active = well fitted curve in the direction sought with a large enough effect; inconclusive = small, poorly fitted or top-dose-only effect, or another doubt; inactive = no such curve, though single readings can be large; an effect the other way counts as inactive or inconclusive.

nr	SMILES	Vif-A3G inh	Glioma ERSR ind	Vif-APOBEC3F blk	mIDH1 inhibitor	LDHA inh	TrxR1 substrate	PI4K2A block	USP1 inh	RXFP1 ag
1	COC(=O)C1(C(=O)O)Cc2cc([N+](=O)[O-])ccc2N2CCCC21 (configuration not stated)	-1%	-4%	7%	5%	1	-18%	0	-11%	0.5%
2	CN1C(=O)N(C)C(=O)C(CCc2ccncc2)(CCc2ccncc2)C1=O	3%	-5%	1%	-2%	-14	2%	-5	-22%	-0.4%
3	CCC1CN2CCc3cc(OC)c(OC)cc3C2CC1CC1NCCc2c1[nH]c1ccc(O)cc21 (configuration not stated)	-15%	-7%	2%	3%	17	13%[57.1 µM]	-3	-17%	/
4	Cc1ccc(C2N(c3cc(C)on3)C(=O)C3CCCN32)cc1 (configuration not stated)	-1%	1%	-7%	-4%	-6	0%	-3	-19%	-0.9%
5	CC(C)COP(=O)(OCC(C)C)C(O)c1cccnc1 (configuration not stated)	-3%	-2%	-2%	6%	1	-14%	0	0%	3.7%
6	Cc1cc(OCC(=O)N2CCC(C(=O)NCC(C)C)CC2)c2c3c(c(=O)oc2c1)CCCC3	6%	-1%	-4%	-1%	-2	21%	0	-14%	2.6%
7	O=C1Nc2ccc(Br)cc2C(c2ccccc2)=NC1O (configuration not stated)	3%	-3%	9%	5%	-5	-1%	-1	-1%	2.4%
8	COc1ccc(C=C2C(=O)NC(=S)NC2=O)cc1	-5%	-2%	0%	6%	-17	-4%	-4	-2%	/
9	COc1ccccc1CNC(=O)CCC(=O)N1C[C@H]2C[C@@H](C1)c1cccc(=O)n1C2	2%	0%	0%	8%	-2	5%	-5	-17%	0.4%
10	O=C1N=c2ccccc2=C/C1=C\c1c(O)[nH]c(=S)[nH]c1=O	1%	-3%	0%	1%	-2	-7%	8	-11%	2.7%
11	COCCNC(=O)Cn1cc(C=C2C(=O)NC(=O)NC2=O)c2ccccc21	1%	0%	-11%	7%	4	9%[57.1 µM]	-2	-1%	-0.3%
12	CC(=O)Nc1cc(C(=O)N2CCC3(CC2)OCCO3)ccc1S(=O)(=O)c1ccc(Cl)cc1	1%	-3%	-13%	-2%	0	7%	3	-2%	1.4%
13	CC(C)(C)C(=O)N1Cc2cc(N3CCOCC3)ccc2-n2nncc2C1	-2%	-4%	/	/	-10	/	-4	/	/
14	Nc1nc(N)c2nc(CNc3ccc(C(=O)NC(CCC(=O)O)C(=O)O)cc3)cnc2n1 (configuration not stated)	-9%	-3%&-1%&-3%	/	/	6	141%[activator][57.1 µM]	-10	/	7.5%
15	CC(=O)OC1CCC2(/C=N/O)C(=CCC3C4CCC(=O)C4(C)CCC32)C1 (configuration not stated)	2%	-1%	5%	-4%	3	10%[2.29 µM]	0	-23%	0.5%

Following part:
nr	SMILES	Vif-A3G inh	Glioma ERSR ind	Vif-APOBEC3F blk	mIDH1 inhibitor	LDHA inh	TrxR1 substrate	PI4K2A block	USP1 inh	RXFP1 ag
16	Cc1ccc2c(c1)C(c1ccccc1)NCC(=O)N2 (configuration not stated)	-1%	-1%	-3%	2%	-2	1%	4	-5%	0.8%
17	CN1CCN(C(=S)SCC(=O)Nc2ccc(Cl)cc2C(=O)c2ccccc2)CC1	-7%	-2%	1%	-7%	-6	-6%	1	-21%	4.1%
18	CC12CN3CC(C)(CN(C1)C31CCSCC1)C2=O	-6%	1%	3%	0%	1	7%	-6	-14%	-1.9%
19	COP(=O)(CC(=O)O)c1ccccc1 (configuration not stated)	2%	-3%	0%	-1%	-15	-6%	0	-7%	-0.9%
20	CCN1CCN(CC(=O)c2c(C)n(Cc3ccccc3)c3ccc(OC)cc23)CC1	-6%	-7%	1%	5%	3	-10%	7	-12%	0.1%
21	Cn1c[n+](C)cc1C(O)c1ccccc1 (configuration not stated)	-2%&2%	-6%&-2%	2%&-3%	0%&-3%	-61*!	-8%&-3%	-4&2	-19%&-3%	-0.3%&-0.1%
22	CCCCS(=O)(=O)N1CCN(C(=N)N[N+](=O)[O-])CC1	1%	-2%	-17%	-1%	1	-4%[57.1 µM]	-1	-1%	0.1%
23	NS(=O)(=O)c1ccc(-c2ccc(C=C3C(=O)NC(=O)NC3=O)o2)cc1	2%	-2%	-8%	1%	0	-3%	?	10%	1.3%
24	CC(=O)C1(O)CCC2C3CCC4=C(Cl)C(=O)CCC4(C)C3CCC21C (configuration not stated)	5%	-3%	-3%	-3%	-8	2%	0	-7%	/
25	O=C1NC(=O)C2(C(=O)N1)C(c1ccc(F)cc1)NC(=S)NC2c1ccc(F)cc1 (configuration not stated)	-7%	-6%	/	4%	0	1%	-7	-14%	1.0%
26	CCN(CC)c1ccc(N=Cc2c(O)n(Cc3ccco3)c(=O)[nH]c2=O)cc1	?	-1%	?	-8%	27	-7%[57.1 µM]	-7	?	-1.5%
27	COc1ccc(C(=O)C2CCCN(Cc3ccccn3)C2)c(OC)c1 (configuration not stated)	3%	-5%	3%	-6%	0	-2%	5	-11%	0.4%
28	COC(=O)N1Cc2ccccc2-n2nncc2C1	-1%	-3%	-9%	12%	1	/	-2	-14%	/
29	CSCCOC(=O)COc1ccc(/C=N/NC(=O)c2c(Cl)cnn2C)cc1	-1%	?	-10%	-2%	-11	1%[57.1 µM]	0	-1%	0.3%
30	CC(C)c1ccc(N2C(=O)CC(=O)NC2=O)cc1	-8%	6%	-7%	11%	-16	-5%	-7	-16%	-1.2%

(further entries)
nr	SMILES	Vif-A3G inh	Glioma ERSR ind	Vif-APOBEC3F blk	mIDH1 inhibitor	LDHA inh	TrxR1 substrate	PI4K2A block	USP1 inh	RXFP1 ag
31	C[C@@H]1CC2C3CC=C4C[C@@H](O)CC[C@]4(C)C3CC[C@]2(C)[C@H]1O (some centres not stated)	0%	-2%	-6%	-4%	2	1%	4	-8%	/
32	CCN1CCN(Cc2cc3c(cc2[N+](=O)[O-])OCO3)CC1	1%	-2%	-1%	3%	4	1%	-4	-4%	2.9%
33	Nc1nc(SCCC(F)=C(F)F)n[nH]1	4%	-4%	0%	0%	-2	4%[57.1 µM]	1	-27%	1.6%
34	O=C1CC(=O)N(c2cccc(F)c2)C(=O)N1	0%	-6%	0%	8%	-1	-2%	0	-16%	-0.5%
35	O=C(Cc1ccccc1)N1CCN(Cc2cccc(Br)c2)CC1	-6%	-4%	1%	0%	-19	-3%	8	-20%	-2.7%
36	Clc1ccc(C(c2ccc(Cl)cc2)n2cc[n+](CC(OCc3ccc(Cl)cc3Cl)c3ccc(Cl)cc3Cl)c2)cc1 (configuration not stated)	5%&3%	-15%&-12%&-10%&-12%	6%	18µM*	-8&5	-4%[57.1 µM]	0&-3	-24%	0.8%
37	CC1CCCC(NC(=O)COC(=O)c2cn(C)c3ccccc23)C1C (configuration not stated)	-1%	-3%	3%	8%	-2	1%	3	-24%	0.2%
38	Cc1ccc(CN2C(=O)CN=C(c3ccccc3)c3ccccc32)cc1	-10%	-4%	7%	7%	-5	-5%	-5	-32%	-0.7%
39	CC(=NCCC(c1ccccc1)c1ccccc1)c1c(O)n(C)c(=O)n(C)c1=O	-6%	-4%	3%	3%	1	-8%	0	-11%	1.3%
40	Cc1ccc(-c2nn(Cc3ccccc3)cc2C=O)cc1C	-3%	5%	-26%	6%	-1	-2%	-2	-21%	2.4%
41	COCCO[C@H]1CC[C@@]2(C)C(=CCC3C2CC[C@@]2(C)C3CC[C@]2(C)O)C1 (some centres not stated)	1%	-4%	8%	2%	1	-6%[57.1 µM]	-7	?	/
42	Cc1cnc(NC(=O)CN2CCCCC2)s1	-2%	0%	-21%	7%	-6	11%[57.1 µM]	-3	-14%	2.5%
43	Cc1cc2c(cc1C)NP(=S)(c1ccccc1)N2	-1%	-6%	?	3%	-8	3%[2.29 µM]	-15	-15%	/
44	C/C(CC(c1ccccc1)c1c(O)c2ccccc2oc1=O)=N\Nc1ccc([N+](=O)[O-])cc1[N+](=O)[O-] (configuration not stated)	-11%	-3%	2%	-11%	3	-20%	4	-4%	0.0%
45	COc1ccc(C(=O)c2nc3ccccc3n2C(C)C)cc1	2%	2%	2%	5%	-1	-1%	-10	-11%	-0.4%
46	Cc1cccc(NC(=O)C(C)N2CC=C(c3ccccc3)CC2)c1 (configuration not stated)	5%	3%	-10%	7%	0	-18%[57.1 µM]	5	?	2.2%
47	Cc1oc(-c2ccccc2)nc1CN1C(=O)C(C)N=C(c2ccccc2F)c2cc(Cl)ccc21 (configuration not stated)	-7%	-5%	2%	11%	0	6%	1	-26%	1.9%

Only part of the results is shown, so the mix of outcomes need not match the whole.
